# Screening results as filed in PubChem.
# XiGFP reactiv – X-chromosome reactivation activator; actives 0.055% (n = 360,000); XiGFP mouse fibroblasts, % GFP-positive cells imaging, 3 d; cells co-treated with 5-aza-dC sensitizer; scaled so ellipticine positive control = 100%; activation, % at 7.58 µM;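 active = mean normalized replicate activation at least 10% and every replicate at or above 10%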;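 also: 0% = median of on-plate neutral control wells and 100% = ellipticine 6 µM median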
#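 Assay system: SV40-immortalized XiGFP fibroblast cells, line 68-5-11; buffer or medium: DMEM plus 5-aza-dC sensitizer; compound: one concentration, pinned; timing: compounds 3 days, fix/stain 15 min at room temperature; benchmarks: positive control ellipticine, 6 µM final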
# LGR2 antag – blocks bursicon-induced cAMP signaling via Drosophila LGR2; HEK293 LGR2, CRE-luciferase, bursicon-stimulated, 4 h; inhibition, % at 9.99 µM; actives 0.35% (n = 380,000); AID 720647;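 active = drop in luminescence signal, shown as inhibition above about 50% in the replicate tests, limit read from the data, passing the limit was not always enough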;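 also: agonist challenge used bursicon conditioned medium at about half maximal strength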
# S100A4 MyoIIA – inhibitors of human S100A4 binding to myosin IIA peptide; S100A4/TAMRA-MyoIIA peptide fluorescence polarization; inhibition, % at 10.7 µM; actives 0.14% (n = 360,000); AID 652163;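 active = mean inhibition of at least 70% across replicates, with every replicate also reaching that level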
# Target sequence (P26447 whole entry, looked up): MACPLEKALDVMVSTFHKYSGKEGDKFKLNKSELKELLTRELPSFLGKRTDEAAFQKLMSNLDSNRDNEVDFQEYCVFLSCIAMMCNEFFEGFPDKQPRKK
#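 System – human S100A4 monomer protein, biochemical binding assay · Buffer or medium – Calcium-containing HEPES buffer, pH 7.2 · Timing – 5 min between mix addition and reading · Also added – TAMRA-labelled myosin IIA heavy-chain peptide probe, 5 nM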
# ERAP1 inh – blocks human ERAP1 aminopeptidase activity; Q9NZ08; recombinant ERAP1, Leu-AMC fluorescence, 60 min; inhibition, % at 10.7 µM; actives 0.15% (n = 340,000);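 active = mean replicate inhibition of at least 30%, or all replicates individually reaching that 30% level; inactive = mean below 30% and not every replicate reaching it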;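 also: 0% = neutral control wells and 100% = L-leucinethiol positive control wells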
# Target sequence (Q9NZ08 whole entry, looked up): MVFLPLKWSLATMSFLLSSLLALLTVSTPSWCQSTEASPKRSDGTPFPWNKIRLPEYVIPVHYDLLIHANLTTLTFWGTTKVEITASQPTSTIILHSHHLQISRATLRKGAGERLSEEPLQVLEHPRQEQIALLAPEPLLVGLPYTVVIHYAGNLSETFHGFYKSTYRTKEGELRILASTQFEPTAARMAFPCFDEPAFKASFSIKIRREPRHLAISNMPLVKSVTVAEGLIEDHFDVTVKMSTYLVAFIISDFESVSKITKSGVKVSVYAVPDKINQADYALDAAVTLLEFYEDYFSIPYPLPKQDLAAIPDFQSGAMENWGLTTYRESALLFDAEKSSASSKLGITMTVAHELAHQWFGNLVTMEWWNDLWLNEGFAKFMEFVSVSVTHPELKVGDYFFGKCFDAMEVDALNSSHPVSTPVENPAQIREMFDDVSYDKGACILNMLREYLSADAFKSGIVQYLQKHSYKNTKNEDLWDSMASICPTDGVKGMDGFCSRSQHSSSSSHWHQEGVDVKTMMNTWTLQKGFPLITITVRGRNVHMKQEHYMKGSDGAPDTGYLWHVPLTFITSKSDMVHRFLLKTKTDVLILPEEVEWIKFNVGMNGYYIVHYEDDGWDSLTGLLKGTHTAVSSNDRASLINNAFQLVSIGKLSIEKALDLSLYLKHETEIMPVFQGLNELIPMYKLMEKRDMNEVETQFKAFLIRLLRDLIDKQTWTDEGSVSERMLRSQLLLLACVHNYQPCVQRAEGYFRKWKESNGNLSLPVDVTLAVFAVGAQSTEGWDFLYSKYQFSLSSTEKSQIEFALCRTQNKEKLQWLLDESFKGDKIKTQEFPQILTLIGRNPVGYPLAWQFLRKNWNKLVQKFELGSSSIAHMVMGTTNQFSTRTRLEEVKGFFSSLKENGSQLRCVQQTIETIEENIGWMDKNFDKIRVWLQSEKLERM
# C2C12 statin – suppression of simvastatin myotoxicity | rescue of ATP level, % at 7.49 µM | actives 0.78% (n = 330,000) | AID 602340 | C2C12 myotubes + simvastatin, ATP luminescence, 48 h; scaled: DMSO 0, geranylgeraniol control 100;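 active = mean ATP rescue above about 67%, or every replicate alone reaching that limit, limit read from the data, passing the limit was not always enough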;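 also: myotubes were challenged with 10 µM simvastatin during compound exposure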
# SIRT5 block – sirtuin-5 (human) deacylase inhibition. Q9NXA8. Purified SirT5, succinyl-peptide AMC, trypsin-coupled fluorescence. inhibition, % at 15 µM. actives 1.1% (n = 330,000). AID 652115; in the data active = inhibition above about 15%
# Cneo AK release – Cryptococcus neoformans lysis via adenylate kinase release; C. neoformans lysis, adenylate kinase release luminescence, 4 h; normalised: neutral wells 0, clomiphene wells 100; lysis activity, % at 15 µM; actives 0.2% (n = 360,000);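 active = mean lysis activity across replicates of at least 80%, whatever share of replicates individually reach that level; inactive = mean lysis activity below 80%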
#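 Material – log-phase Cryptococcus neoformans yeast cells · Input – 5 × 10^6 yeast cells/mL · Medium – fresh YPD growth medium · Doses – single compound concentration per well · Timing – static 4 h at 37 °C with compound, 1 h detection · Detection – adenylate kinase release luminescence · Read-out – signal increase indicating cell lysis · Control set – Clomiphene as positive lysis control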
# PGC1a acetyl inh – modulators of PGC1a acetylation; U2OS PGC1a acetylation, AlphaScreen anti-acetyl-lysine; with virally co-expressed GCN5 acetyltransferase; inhibition, % at 15.6 µM; actives 0.17% (n = 350,000); AID 651687;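 active = every replicate shows inhibition of at least 40%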;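 also: 0% = neutral control wells and 100% = positive control wells; some results beyond the cut were filed as inactive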
# * marks the source's active call; other numbers are inactive results; nt = no result given.
1. Nc1c(C(=O)NCCN2CCOCC2)c2nc3ccccc3nc2n1-c1ccc2c(c1)OCO2
2. O=C(C[C@H]1C[C@@H]2c3cc(NC(=O)C4CCC4)ccc3O[C@@H]2[C@@H](CO)O1)NCC(F)(F)F
3. O=C(OCC(=O)N1CCN(C(=O)c2ccco2)CC1)c1ccc(Cl)cc1
4. CN(C)/C=N/c1c(C#N)cnn1-c1ccc(C(F)(F)F)cn1
5. C[C@H](CO)N1C[C@H](C)[C@H](CN(C)Cc2ccc(C(F)(F)F)cc2)Oc2c(cccc2N(C)C)C1=O
6. CCCc1cc(=O)oc2c(C)c(OCC(=O)NC3CCN(Cc4ccccc4)CC3)ccc12
Compound	1	2	3	4	5	6
XiGFP reactiv	nt	0.1	0.4	nt	1.2	0.3
LGR2 antag	-6	-2	-8	-5	8	-5
S100A4 MyoIIA	nt	-1	-1	-2	-10	12
ERAP1 inh	nt	0	1	3	-1	2
C2C12 statin	-14	-3	3	-31	10	50
SIRT5 block	nt	11	-4	2	-1	-1
Cneo AK release	0	-13	0	-1	-4	-1
PGC1a acetyl inh	-3	1	nt	-4	-2	4

7. C[C@H](CO)N1C[C@H](C)[C@H](CN(C)Cc2ccc(Oc3ccccc3)cc2)Oc2ncc(-c3cncnc3)cc2C1=O
8. CN(C)C(CNC(=O)c1cccc(S(=O)(=O)N2CCN(c3ccc(F)cc3)CC2)c1)c1ccccc1 (configuration not stated)
9. C[C@@H]1CN([C@H](C)CO)S(=O)(=O)c2ccc(/C=C/c3ccccc3)cc2O[C@H]1CN(C)Cc1ccccc1
10. CCn1ccnc1CNC(=O)c1ccc2oc(CCCc3ccccc3)nc2c1
11. C[C@@H]1CN([C@H](C)CO)S(=O)(=O)c2ccc(C#Cc3ccc(F)cc3)cc2O[C@H]1CN(C)C
12. CCC1CCC2(CC1)NC(=O)N(CC(=O)NCc1ccccc1Cl)C2=O (configuration not stated)
Compound	7	8	9	10	11	12
XiGFP reactiv	-1.0	-0.1	-1.3	0.1	0.2	0.3
LGR2 antag	-23	-20	8	-18	8	-26
S100A4 MyoIIA	17	4	54	-1	3	0
ERAP1 inh	0	-10	0	2	-1	3
C2C12 statin	-5	11	-11	-10	-29	-2
SIRT5 block	-4	-2	23*	3	-3	nt
Cneo AK release	4	-1	-2	-3	-2	7
PGC1a acetyl inh	-1	-9	-27	nt	-24	-1

13. NS(=O)(=O)c1ccc(CCNC(=O)c2ccc(-c3ccccc3)cc2)cc1
14. NC(=O)c1ccc(-n2nnnc2SCC(=O)Nc2ccc(N3CCOCC3)c(Cl)c2)cc1
15. Cc1ccc2c(c1)C1CN(C)CCC1N2C(=O)COc1ccccc1F (configuration not stated)
16. CC1Sc2ccc(C(=O)OCc3ccccc3Cl)cc2NC1=O (configuration not stated)
17. Cc1ccccc1OCC(O)CN(CCO)Cc1ccccc1 (configuration not stated)
18. Cc1ccc(C)c(NC(=O)COC(=O)c2ccc3c(c2)OCCO3)c1
Compound	13	14	15	16	17	18
XiGFP reactiv	0.2	nt	0.8	0.2	0.0	0.1
LGR2 antag	nt	-3	4	-120	-10	9
S100A4 MyoIIA	3	nt	5	-1	-1	6
ERAP1 inh	0	nt	nt	2	-1	5
C2C12 statin	1	-1	0	-13	nt	6
SIRT5 block	1	nt	-1	4	0	-3
Cneo AK release	2	0	-1	0	nt	4
PGC1a acetyl inh	1	3	5	-23	nt	1

19. CS(=O)(=O)Nc1ccc2c(c1)[C@H]1C[C@@H](CC(=O)NCC3CC3)O[C@@H](CO)[C@H]1O2
20. O=C(Nc1nc2ccc(Br)cc2s1)c1ccco1
21. S=C(NCc1ccc(Cl)cc1Cl)NC1CCCCC1
22. COc1ccc(CC(=O)NCC2CCCN(Cc3ccccc3OC)C2)cc1 (configuration not stated)
23. O=C(NC1CCC(=O)N(CCSc2ccccc2)CC1)OCc1ccccc1 (configuration not stated)
24. O=C(CN1CCOCC1)N1CCCCN2[C@H](CO)[C@H](c3ccc(Br)cc3)[C@H]2C1
Compound	19	20	21	22	23	24
XiGFP reactiv	0.1	0.1	0.2	-0.1	0.0	0.0
LGR2 antag	-4	42	nt	-14	39	13
S100A4 MyoIIA	18	-3	1	-7	7	6
ERAP1 inh	2	2	-1	nt	2	1
C2C12 statin	2	2	nt	0	-3	4
SIRT5 block	-1	15	-2	2	-2	-1
Cneo AK release	-2	-3	nt	3	-2	-1
PGC1a acetyl inh	2	-18	nt	-7	nt	7

25. CC(=O)Nc1cccc(NC(=O)Nc2cccc(Cl)c2C)c1
26. Cc1ccc(OCc2cc(C(=O)N3CCC(Oc4cccnc4)CC3)no2)cc1C
27. O=C(COc1ccc(S(=O)(=O)N2CCCCC2)cc1)N1CCOCC1
28. O=C(c1ccc(CS(=O)Cc2ccccc2Cl)o1)N1CCN(c2ccccn2)CC1 (configuration not stated)
29. Cc1ccc(S(=O)(=O)NCCC(=O)NCC(=O)Nc2c(C)cccc2C)cc1C
30. CCN(CC)S(=O)(=O)c1ccc2nnn(O)c2c1
Compound	25	26	27	28	29	30
XiGFP reactiv	0.4	0.2	0.1	0.1	0.3	0.7
LGR2 antag	0	-9	9	20	7	7
S100A4 MyoIIA	8	0	2	-9	-1	2
ERAP1 inh	-1	-1	0	-2	1	0
C2C12 statin	nt	8	nt	0	3	2
SIRT5 block	-4	3	-3	-3	-3	-1
Cneo AK release	nt	2	3	5	2	-2
PGC1a acetyl inh	nt	18	9	-15	5	2

31. COc1ccccc1OCCCN1CCC(C(O)(c2ccccc2)c2ccccc2)CC1
32. O=[N+]([O-])c1cccc(-c2nc3ccc([N+](=O)[O-])cc3[nH]2)c1
33. Cc1c(Cl)cccc1NC(=O)CSc1nnnn1C
34. COc1ccc(F)cc1S(=O)(=O)NCCCn1ccnc1
35. CCN(CCn1cccn1)Cc1cn[nH]c1-c1ccc(-c2ccccc2)cc1
36. CC(=O)N(C)C[C@H]1Oc2cc(-c3ccccc3C)ccc2S(=O)(=O)N([C@@H](C)CO)C[C@H]1C
Compound	31	32	33	34	35	36
XiGFP reactiv	-0.1	0.0	0.2	0.1	0.3	-2.0
LGR2 antag	-6	-64	8	11	-24	-1
S100A4 MyoIIA	10	4	5	-1	-1	-10
ERAP1 inh	-2	2	-1	-1	1	-3
C2C12 statin	nt	nt	3	1	nt	-14
SIRT5 block	-2	2	-1	-6	-2	-3
Cneo AK release	nt	nt	0	-3	nt	-1
PGC1a acetyl inh	nt	-35	-1	2	nt	4

37. COc1cc2ccc(=O)oc2c(O)c1O
38. O=C1CN(S(=O)(=O)Cc2ccccc2)C[C@H]2[C@H](c3ccc(C#CCC4CCCC4)cc3)[C@@H](CO)N12
39. CC(C)COc1cccc(C(=O)N(C)CC(=O)Nc2cccc3ccccc23)c1
40. CCCCSc1nc2sc3c(c2c(=O)n1-c1ccc(C)cc1)CCN(C)C3
41. CCc1sc(N2[C@@H](C#N)[C@@H](c3ccccc3-c3ccc(F)cc3)[C@@H]2CO)nc1C
42. CCCCC(CC)C(=O)Nc1cc(C(=O)NCCC)ccc1N1CCC2(CC1)CC(c1cccc(Br)c1)=NO2 (configuration not stated)
Compound	37	38	39	40	41	42
XiGFP reactiv	nt	-0.1	0.0	0.0	0.0	0.1
LGR2 antag	nt	10	-1	-5	20	10
S100A4 MyoIIA	10	0	-4	-8	-6	1
ERAP1 inh	20	0	-8	1	3	-4
C2C12 statin	7	nt	-3	-183	nt	23
SIRT5 block	nt	9	-3	-6	3	-3
Cneo AK release	-2	nt	1	1	nt	-1
PGC1a acetyl inh	6	1	-3	0	4	-10

43. COc1ccc(NC(=O)CSc2n[nH]c(N)n2)cc1OC
44. CCOC(=O)c1[nH]c(C)c(CN(C(C)=O)c2ccc(OCC)cc2)c1C
45. COc1ccc(CCNC(=O)Cc2ccc(Cl)cc2)cc1OC
46. COc1cc(CN2CC3(CN(C(=O)Nc4c(C)noc4C)C3)c3c([nH]c4cc(OC)ccc34)[C@@H]2CO)cc(OC)c1
47. Nc1nonc1C(=O)N/N=C/c1ccc(Br)o1
48. Cc1cccc2sc(N(CCCN(C)C)C(=O)c3cc4ccccc4oc3=O)nc12
Compound	43	44	45	46	47	48
XiGFP reactiv	0.3	0.0	0.1	0.0	0.0	-0.1
LGR2 antag	3	14	26	-6	6	-9
S100A4 MyoIIA	5	-2	-6	2	4	nt
ERAP1 inh	-2	-5	1	1	10	nt
C2C12 statin	7	nt	6	nt	nt	-15
SIRT5 block	0	8	-3	-4	-1	nt
Cneo AK release	nt	nt	0	nt	nt	5
PGC1a acetyl inh	nt	-3	9	-14	nt	-7

# Entries of single compounds, quoted from the list. Order of screens: XiGFP reactiv	LGR2 antag	S100A4 MyoIIA	ERAP1 inh	C2C12 statin	SIRT5 block	Cneo AK release	PGC1a acetyl inh
# CCCc1cc(=O)oc2c(C)c(OCC(=O)NC3CCN(Cc4ccccc4)CC3)ccc12 is listed with 0.3	-5	12	2	50	-1	-1	4
# O=C(Nc1nc2ccc(Br)cc2s1)c1ccco1 is listed with 0.1	42	-3	2	2	15	-3	-18
# CCCCC(CC)C(=O)Nc1cc(C(=O)NCCC)ccc1N1CCC2(CC1)CC(c1cccc(Br)c1)=NO2 (configuration not stated) is listed with 0.1	10	1	-4	23	-3	-1	-10

# Other compounds:
49. CN(CC(=O)Nc1cccc(F)c1)C(=O)c1ccc2c(c1)NC(=O)CS2
50. CO[C@@H]1CC[C@H]2CCN(C)C(=O)[C@H](C)N(C)C(=O)c3cc(C#N)ccc3OC[C@@H]1O2
51. COc1nc(-c2cccc([N+](=O)[O-])c2)nc2ccccc12
52. O=C(Nc1ccccc1)N1CCCCN2[C@H](C1)[C@H](c1ccc(-c3ccncc3)cc1)[C@@H]2CO
53. COc1ccc(CNC(=O)[C@@H]2CC=C[C@@H]3CCN(C4CC4)C(=O)[C@@H]32)cc1
54. O=C(C[C@@H]1CC[C@H]2[C@@H](COC[C@@H](O)CN2C(=O)Cc2ccccc2)O1)NC1Cc2ccccc2C1
Compound	49	50	51	52	53	54
XiGFP reactiv	0.0	0.0	0.0	0.0	-0.1	0.3
LGR2 antag	-16	12	-19	-4	3	6
S100A4 MyoIIA	-1	3	21	0	12	-4
ERAP1 inh	-2	-2	nt	-1	nt	-1
C2C12 statin	-2	-1	nt	6	10	3
SIRT5 block	-1	-5	-5	0	nt	2
Cneo AK release	9	1	-2	-3	2	37
PGC1a acetyl inh	-14	nt	9	2	nt	14

55. CO[C@@H]1CN(C)C(=O)c2ccc(NS(=O)(=O)c3cccc(F)c3)cc2OC[C@H](C)NC[C@H]1C
56. CC1(C)CC(=O)C=C(c2ccc(OC(F)(F)F)cc2)C1
57. O=C(NC(c1cccnc1)C(F)(F)F)c1cc(COc2ccc3c(c2)CCCC3)on1 (configuration not stated)
58. CCOC(=O)c1sc(NC(=O)c2ccc3ncsc3c2)nc1C
Compound	55	56	57	58
XiGFP reactiv	0.0	0.4	0.2	0.1
LGR2 antag	2	-5	-21	-28
S100A4 MyoIIA	6	-2	-1	-3
ERAP1 inh	0	nt	5	0
C2C12 statin	7	-2	11	-21
SIRT5 block	1	nt	-8	nt
Cneo AK release	1	0	1	-2
PGC1a acetyl inh	-7	-1	nt	11

# Some of the compounds tested, so the mix of outcomes need not match the whole.
